# Bioassay records (PubChem BioAssay)
# Peg3 prom inh: Peg3 promoter-driven luciferase inhibitors, primary screen, cell-based, HeLa, luciferase luminescence; HeLa PEG-Prom luciferase reporter, overnight; inhibition, % at 20 µM; actives 1.7% (n = 360,000); AID 588405, 2011;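 active = inhibition of at least 50% at 20 µM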
# HIF-2a block: HIF-2a reporter inhibitors, primary screen, luminescence, 786-0 RCC cells | 786-0 RCC cells HIF-2a reporter, luciferase luminescence, overnight | AID 624352, 2012 | inhibition, % at 18.8 µM | actives 0.72% (n = 360,000);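 active = inhibition of the luminescence signal of 40% or more relative to plate controls, in a single-dose primary screen at 18.75 µM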
# CF NFkB block: inhibitors of PAF-induced NF-kB signaling, primary screen, cell-based, GFP fluorescence, uHTS; KKLEB NF-kB-GFP reporter, GFP fluorescence overnight; inhibition, % at 5 µM; actives 0.86% (n = 360,000);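 active = at least 50% inhibition at 5 µM, scaled per plate between neutral and stimulator controls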;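 note: PAF is a Pseudomonas aeruginosa culture filtrate used as stimulus; plate controls were PAF-stimulated DMSO wells for no effect and unstimulated DMSO wells for full effect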
# Shn3 inh set2: reduction of Shn3 3'UTR firefly luciferase signal, primary screen, Schnurri-3 inhibitor project, cell-based, Clone20 osteoblasts, set 2; Clone20 osteoblast Shn3 3'UTR firefly luciferase, 24 h; inhibition, % at 12.5 µM; actives 0.52% (n = 360,000); AID 588674, 2011;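 active = mean inhibition of at least 75% with every replicate also reaching 75%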;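 note: 0% = median of neutral control wells and 100% = pilot-screen positive control compound; some compounds past the cut are filed as inactive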
# TRAIL sens C8: viability loss with TRAIL in NB7+C8 cells, primary screen, TRAIL sensitizer project, cell-based, ATPlite luminescence; inhibition (viability loss, TRAIL sensitization), % at 10 µM; actives 1% (n = 360,000);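 active = compounds causing at least 50% loss of cell viability in the single-dose screen, relative to plate controls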
# NR2E3 ag-1: inhibitors of NR2E3-RetCOR corepressor binding, primary screen, NR2E3 agonist project, biochemical, TR-FRET, GST-NR2E3, biotin-RetCOR | Photoreceptor-specific nuclear receptor (Homo sapiens), Q9Y5X4 | 1536-well | inhibition of corepressor binding, % at 4.78 µM | actives 0.12% (n = 320,000) | AID 2300, 2010;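 active = percent inhibition above the cutoff of mean plus 3 SD of all tested compounds, set per screening campaign, cut at about 20% in these data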;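 note: 0% = DMSO wells and 100% = biotin wells as full block of FRET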
# Target sequence (Q9Y5X4 whole entry, looked up): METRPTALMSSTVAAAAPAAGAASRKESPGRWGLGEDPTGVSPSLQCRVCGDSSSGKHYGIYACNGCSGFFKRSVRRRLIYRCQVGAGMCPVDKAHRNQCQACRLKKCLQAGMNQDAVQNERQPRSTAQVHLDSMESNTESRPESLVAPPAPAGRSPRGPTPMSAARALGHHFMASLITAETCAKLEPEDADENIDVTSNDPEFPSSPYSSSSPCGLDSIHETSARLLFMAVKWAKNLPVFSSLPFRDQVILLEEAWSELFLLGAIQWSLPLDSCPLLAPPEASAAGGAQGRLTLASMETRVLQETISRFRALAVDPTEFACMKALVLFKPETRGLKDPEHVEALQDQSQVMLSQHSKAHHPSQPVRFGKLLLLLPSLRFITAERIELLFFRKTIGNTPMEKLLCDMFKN
#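 Material: NR2E3–RetCOR corepressor complex | Quantity: 1.35 nM GST-tagged NR2E3 final | Schedule: 5 h at 4 °C | Replication: Singlicate compound wells | Reagent: RetCOR corepressor, biotinylated, 7 nM | Controls: Biotin wells as high control, 0.6% DMSO wells as low control | Signal: TR-FRET, Eu(K)-anti-GST donor, streptavidin-D2 acceptor, ex 340, em 617/671 nm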
# TRPM1 prom inh: inhibitors of MITF-dependent TRPM1 promoter reporter, primary screen, cell-based, SK-MEL-5, single point, luciferase. actives 0.83% (n = 330,000). AID 488899, 2010. inhibition, % at 12.5 µM. SK-MEL-5 TRPM1 promoter luciferase, 24 h;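 active = mean inhibition across replicates of 60% or more, whatever share of single replicates reaches that level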; note: values of inactives mirror those of a sister screen read the other way
# TWEAK Fn14 block: inhibitors of TWEAK-Fn14 signaling, primary screen, luciferase reporter cells, uHTS; actives 2% (n = 360,000); TWEAK-stimulated Fn14 reporter cells, luciferase luminescence, 8 h; inhibition, % at 10 µM; in the data active = inhibition above about 50%
# KKLEB cytotox: cytotoxicity in KKLEB CF airway cells, primary screen, cytotoxicity control for CF NF-kB inhibitor project, cell-based, uHTS, fluorescence assay plates; KKLEB CF airway cells viability, ATPlite luminescence, overnight; hits give low values; cells stimulated with P. aeruginosa culture filtrate; activity change (cytotoxicity), % at 5 µM; actives 0.36% (n = 360,000);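 active = corrected activity change at or below -50% at 5 µM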
# NR2E3 ag-2: NR2E3 agonists in two-hybrid cells, primary screen, cell-based, luminescence, CHO-S, Gal4-NCOR/VP16-NR2E3. Photoreceptor-specific nuclear receptor (Homo sapiens), Q9Y5X4. luciferase. inhibition of corepressor binding, % at 3.98 µM. actives 0.35% (n = 360,000). AID 602229, 2012;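 active = inhibition above the mean of all tested compounds plus 3 SD, cut at about 70% in these data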;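 note: 0% = DMSO with NR2E3 transfected cells and 100% = cells lacking NR2E3 construct; higher means lower luciferase signal from less NR2E3 corepressor binding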
# TROY signal inh: inhibitors of TROY-driven NF-kB signaling, primary screen, Q293 LMP1-TROYcd cells, NF-kB luciferase, uHTS; inhibition, % at 10 µM; Q293 LMP1-TROYcd NF-kB luciferase reporter, 4 h; actives 0.98% (n = 360,000);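 active = compounds whose plate-normalised and pattern-corrected inhibition of the luciferase reporter signal at the single screening dose is 50% or more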
# The depositor's hits bear a star; / = not tested or not shown. An excerpt; count on the stated rates, not on these rows.
No.	Compound	TROY signal inh	NR2E3 ag-2	HIF-2a block	NR2E3 ag-1	KKLEB cytotox	TWEAK Fn14 block	TRAIL sens C8	TRPM1 prom inh	Peg3 prom inh	Shn3 inh set2	CF NFkB block
1	Cn1c2ccccc2c(=O)c2c(O)cccc21	6	4	-15	-5	3	-8	-3	3	-48	10	-45
2	CN1CC(=O)N(CC(=O)Nc2cc(Cl)cc(Cl)c2)C1=O	-5	-26	17	-1	-7	18	-3	-8	4	-4	-8
3	Cc1ccc(S(=O)(=O)NCC(NCc2ccc(F)cc2)c2ccccc2)cc1 (stereo not drawn)	11	28	9	/	-3	10	-7	0	19	13	23
4	CCOc1ccc(Nc2ccc3nonc3c2[N+](=O)[O-])cc1	7	-27	14	1	2	-2	2	1	4	-6	-1
5	Cc1ccc(NC(=O)C2CC(=O)N(Cc3ccccc3)C2)cc1S(=O)(=O)N1CCCCCC1 (stereo not drawn)	61*	16	30	2	1	88*	17	6	33	29	0
6	Cc1cc(=O)[nH]c(SCC(=O)Nc2ccnc3ccccc23)n1	6	-29	9	0	21	-1	7	12	5	5	0
7	CCC(c1nnnn1C(C)(C)CC)N(CCCO)Cc1cc2cccc(C)c2[nH]c1=O (stereo not drawn)	-24	-27	8	1	-5	9	-8	1	13	7	3
8	O=C(CCCn1nnnc1CN1CCOCC1)N1CCC(c2ccc(F)cc2)C1 (stereo not drawn)	7	-24	11	1	0	9	10	10	4	3	18
9	Cc1ccc(NC(=O)Cn2cc([N+](=O)[O-])nc2C)cc1C	4	5	18	0	-1	23	7	19	13	10	-14
10	OCC1(Cc2ccccc2)CCCN(Cc2ccc(-c3ccco3)cc2)C1 (stereo not drawn)	19	7	21	-1	-2	5	4	-14	16	14	11
11	OCCN1CCN(CC(O)COc2ccc(Cl)cc2)CC1 (stereo not drawn)	-3	1	14	0	0	6	-2	-1	13	-7	4
12	C=CCn1c(SCn2nnc3ccccc3c2=O)nnc1-c1ccc(F)cc1	-2	-38	-35	6	-6	-8	-2	-22	-3	-3	0
13	Cc1cc(N2C(=O)C(O)=C(C(=O)c3ccco3)C2c2cccc(Oc3ccccc3)c2)no1 (stereo not drawn)	-26	-45	-148	4	10	-7	5	13	-92	-21	7
14	CCc1ccccc1NC(=O)Nc1ccc(F)cc1F	4	9	-10	5	14	-8	0	-1	-6	2	-6
15	CC1=C/C(=N\N=C2\NC(=O)C(CC(=O)Nc3ccccc3)S2)CC(C)(C)C1 (stereo not drawn)	16	8	30	-1	-2	-9	-3	13	6	-5	8
16	Cc1c(Cl)c([N+](=O)[O-])nn1CC(=O)NCCCN1CCOCC1	-1	-9	8	4	-5	56*	28	-18	7	-17	-10
17	Cc1nc(-c2ccc(F)cc2)c(CC(=O)N2CCN(S(=O)(=O)c3cccc(F)c3)CC2)s1	1	-2	-1	1	14	2	-9	8	22	-2	-32
18	Cc1cc(C(=O)COC(=O)c2ccc(O)cc2)c(C)n1Cc1ccco1	16	-108	-193	-3	10	28	11	-72	-232	-48	-12
19	COc1ccccc1C(=O)Nn1c(C)nc2ccccc2c1=O	-4	-23	6	-2	-3	4	-7	-1	1	-12	5
20	NS(=O)(=O)c1ccc(CNC(=O)c2ccc(Cl)cc2[N+](=O)[O-])cc1	-6	10	2	-4	-20	-19	6	11	3	15	8
21	O=C(CCc1ccccc1)NCCCN1CCOCC1	-14	-4	4	0	-5	-7	4	1	18	2	9
22	COc1cnn(-c2ccccc2)c(=O)c1N(C)C	54*	-29	-15	3	-2	32	3	2	-5	-17	1
23	NC(=O)c1ccc(N2CCN(S(=O)(=O)c3cccs3)CC2)c([N+](=O)[O-])c1	30	82*	8	/	8	5	0	-6	10	85	0
24	COc1ccc(NC(=S)NNC(=O)c2cccnc2)cc1OC	-3	-5	12	0	9	3	-7	-1	2	9	0
25	COc1ccc(Cn2c(C)nc([N+](=O)[O-])c2SCC(=O)O)cc1[N+](=O)[O-]	11	16	6	9	-9	-2	5	1	-4	25	11
26	Cc1csc(NC(=O)c2cccn2C)n1	-30	-103	-287	0	-8	21	14	-50	-254	-52	-5
27	CCOc1ccc(NC(=O)C/C(C)=N/NC(=O)Cc2ccc(Cl)cc2)cc1	11	-17	4	0	16	36	-8	0	2	6	-29
28	O=C(COC(=O)C1COc2ccccc2O1)NC1CCS(=O)(=O)C1 (stereo not drawn)	6	1	7	0	-3	17	-3	-2	15	-13	0
29	N#Cc1ccc(OCC(=O)Nc2ccc3[nH]c(=O)[nH]c3c2)cc1	-10	3	7	2	-4	1	-4	15	-9	14	2
30	COc1ccc(NC(C)=O)cc1S(=O)(=O)Nc1ccc2c(c1)OCCO2	53*	-7	14	0	9	57*	4	4	10	3	8
31	CC(C)(C)C(=O)OC/C(N)=N/OC(=O)c1ccc(Cl)c(Cl)c1	-28	-1	10	-1	1	-30	-6	3	1	2	13
32	CCC1Cc2[nH]c(=S)[nH]c(=O)c2C(c2ccc(Cl)cc2)O1 (stereo not drawn)	-9	-2	2	/	-13	18	6	/	10	9	3
33	CCOc1ccccc1Nc1ncnc2ccccc12	-15	0	-12	5	6	11	0	3	-14	-3	1
34	O=c1[nH][nH]cc1C=Nc1ccccc1O	-20	-13	6	-5	0	9	2	9	-9	-47	-15
35	O=C(CS(=O)(=O)Cc1ccccc1)Nc1cccnc1	-16	7	-2	-1	9	3	-2	12	3	9	2
36	COc1ccc(NC(=O)Nc2nnc(-c3ccccc3F)s2)cc1	-51	-33	-121	0	4	-24	1	-40	-61	-37	-5
37	COc1c(F)c(F)c(C(=O)O)c(Nc2ccccc2)c1F	-6	-13	-5	0	-5	9	7	-7	21	-14	3
38	Cc1nc(C(=O)O)cc2c1[nH]c1ccccc12	-4	-4	9	1	-1	0	-10	8	0	-12	-7
39	CCCc1nc2sc3c(c2c(=O)n1N)CCC3	-2	-7	-27	-1	-11	-12	-3	-11	-7	1	3
40	CN(C(=O)Nc1cnc2ccccc2c1)c1ccccc1	-6	-19	-159	1	9	-27	-11	-19	-106	-14	-6
41	CCOc1ccc(OCC(=O)OC(C)C(=O)NC2CCCC2)cc1 (stereo not drawn)	10	-7	4	/	-3	-1	-6	1	0	-7	-11
42	Cc1ccc(C(=O)Nc2ccc(S(=O)(=O)N3CCN(C)CC3)cc2)o1	-7	5	-8	1	12	1	10	-1	-16	-11	3
43	COc1ccc(C2c3ccc4ccccc4c3Oc3ncn(CCN(C)C)c(=N)c32)cc1 (stereo not drawn)	-62	24	10	1	-23	-25	18	95*	92*	39	35
44	CCNc1nc(NCC)nc(OCCOC(=O)Nc2ccccc2)n1	-7	-9	18	2	-12	-9	0	-10	2	-3	17
45	Cc1nn(Cc2ccc(C(=O)NN)cc2)c(C)c1Cl	10	-3	25	0	-10	16	-16	5	6	4	8
46	COc1ccc(S(=O)(=O)N2CCC(C(=O)NCc3ccncc3)CC2)cc1Cl	-10	-8	12	5	8	5	-8	-3	0	-8	-16
47	CCC(Cc1ccccc1)NC(=O)C1=C(C)C(=O)OC12CCC(C)CC2 (stereo not drawn)	10	-9	24	3	-11	1	3	14	14	-3	-4
48	O=C(NCc1ccc(F)cc1)c1cc(C2CCCCN2S(=O)(=O)c2cccs2)on1 (stereo not drawn)	10	-3	19	/	4	-12	25	/	12	8	-20
49	O=C(O)c1ccccc1C(=O)NCc1cccnc1	5	8	10	-4	5	-1	-6	2	4	3	-11
50	Cc1ccc(N(C(=O)c2csnn2)C(C(=O)NC(C)(C)C)c2cccnc2)cc1 (stereo not drawn)	18	-13	10	2	-17	0	4	4	19	-7	-4

# Other structures follow.
No.	Compound	TROY signal inh	NR2E3 ag-2	HIF-2a block	NR2E3 ag-1	KKLEB cytotox	TWEAK Fn14 block	TRAIL sens C8	TRPM1 prom inh	Peg3 prom inh	Shn3 inh set2	CF NFkB block
51	COc1ccc(NC(=O)C(OC(=O)c2cnc(C)cn2)c2ccccc2)cc1Cl (stereo not drawn)	-30	-27	-46	0	2	-16	-10	-40	-50	-27	-9
52	Cn1c(Cc2cccs2)nnc1SCc1nc2ccccc2[nH]1	-15	-3	13	0	3	10	-2	7	14	-5	-3
53	O=c1[nH][nH]c2cc(=O)n(-c3cccc(C(F)(F)F)c3)nc12	4	-21	-5	0	2	-4	1	-2	8	-2	-9
54	Cc1ccc(F)cc1NC(=O)COC(=O)COc1ccc(C#N)cc1	13	-9	2	-4	-4	5	-1	4	-10	-10	1
55	c1ccc(CN2CCN(c3nc(-c4ccccc4)nc(-n4ccnc4)n3)CC2)cc1	-7	-14	10	0	-10	26	3	12	-2	-6	-32
56	Cc1nc(C)c(-c2csc(N)n2)s1	-3	-1	-16	4	-2	-7	21	7	-7	-12	10
57	O=C(Nc1ccccc1)c1cccc(=O)o1	6	10	-18	-4	-10	-11	-13	-3	-16	-12	3
58	O=C1CSC(=O)N1CC(O)COc1ccc(Cl)cc1 (stereo not drawn)	-40	-70	-55	8	8	-6	2	-9	-32	6	4
59	CCOC(=O)CN(C(=O)COc1nc(-c2ccccc2)cc(C)c1C#N)c1ccc(C)cc1	2	10	21	-2	-9	-2	18	9	25	14	1
60	c1ccc(CCn2nnc3ccccc32)cc1	-41	-71	-277	4	-7	-95	2	-95	-250	-75	8
61	COc1ccc(NC(=O)Nc2sc(NS(=O)(=O)c3ccccc3)nc2C)cc1	14	32	4	-2	19	-23	6	-14	13	-12	-19
62	CN(C)S(=O)(=O)c1ccc(Cl)c(NC(=O)COC(=O)CN2C(=O)NC(C)(C)C2=O)c1	9	17	20	0	-9	-5	3	-1	10	0	-1
63	COc1ccc(NC(=O)CN2CCN(S(=O)(=O)N(C)C)CC2)cc1	-4	-39	20	1	16	-1	-1	9	8	14	-3
64	COC(=O)c1c(C(=O)OC)c(C)n(Cc2cccnc2)c1C	-4	-9	9	-1	8	1	1	4	7	5	-2

# Three entries from above, arranged by formula weight, rising:
No.	Compound	TROY signal inh	NR2E3 ag-2	HIF-2a block	NR2E3 ag-1	KKLEB cytotox	TWEAK Fn14 block	TRAIL sens C8	TRPM1 prom inh	Peg3 prom inh	Shn3 inh set2	CF NFkB block
58	O=C1CSC(=O)N1CC(O)COc1ccc(Cl)cc1 (stereo not drawn)	-40	-70	-55	8	8	-6	2	-9	-32	6	4
59	CCOC(=O)CN(C(=O)COc1nc(-c2ccccc2)cc(C)c1C#N)c1ccc(C)cc1	2	10	21	-2	-9	-2	18	9	25	14	1
62	CN(C)S(=O)(=O)c1ccc(Cl)c(NC(=O)COC(=O)CN2C(=O)NC(C)(C)C2=O)c1	9	17	20	0	-9	-5	3	-1	10	0	-1
